Assay outcomes from PubChem BioAssay.
GlmU inhibition – inhibition of mycobacterial GlmU enzyme – biochemical, glucosamine-1-phosphate acetyltransferase (AID 1376) | M. tuberculosis GlmU acetyltransferase enzyme assay; higher % means a stronger effect | inhibition, %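 (tested at 30 µM in the primary screen)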, or IC50 in µM where a hit was titrated | 0.25% of 220,000 active; in the data active = inhibition above about 13%; inconclusive = no clear call, values can overlap the other calls;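 note: 0% = complete reaction with vehicle and 100% = reaction without substrate; strong numbers were not always called active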
Mtb RmlCD inh – M. tuberculosis RmlC/RmlD inhibition; P9WH09+P9WH11; AID 1533; 0.03% of 160,000 active; RmlC+RmlD coupled enzyme assay, percent inhibition; primary screen in compound mixtures; inhibition, % at 3.6 µM; in the data active = inhibition mostly above about 34%, no sharp cut-off; inconclusive = no clear call, values can overlap the other calls; inactive = mostly below about 22%; note: some results filed as inactive read as strong as hits
Target sequence (P9WH09 whole entry, looked up): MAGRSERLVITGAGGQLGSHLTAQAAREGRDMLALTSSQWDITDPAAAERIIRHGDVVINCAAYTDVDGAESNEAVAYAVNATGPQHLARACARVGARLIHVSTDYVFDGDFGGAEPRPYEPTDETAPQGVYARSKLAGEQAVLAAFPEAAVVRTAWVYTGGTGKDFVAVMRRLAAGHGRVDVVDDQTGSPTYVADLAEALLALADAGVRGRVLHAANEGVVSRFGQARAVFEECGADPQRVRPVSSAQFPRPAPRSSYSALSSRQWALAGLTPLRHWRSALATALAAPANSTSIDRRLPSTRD
Target sequence (P9WH11 whole entry, looked up): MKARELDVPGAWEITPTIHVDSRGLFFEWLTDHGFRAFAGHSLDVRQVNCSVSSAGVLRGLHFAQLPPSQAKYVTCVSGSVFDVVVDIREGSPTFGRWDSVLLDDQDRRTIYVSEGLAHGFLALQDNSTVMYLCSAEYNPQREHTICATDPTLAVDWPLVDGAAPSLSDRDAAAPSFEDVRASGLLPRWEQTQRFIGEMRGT
Active calls of the source: *; ? = inconclusive; nt = no result given. This is a subset; rates above refer to the full screens.

nr	molecule	GlmU inhibition	Mtb RmlCD inh
1	CC(Cc1cccs1)NC(=O)c1cccc(Cl)c1 (stereo not given)	-2.6%	nt
2	COc1ccc(Cl)cc1N(CC(=O)N1CCCCC1)S(C)(=O)=O	3.0%	5
3	CCN(CC)c1ccc(/C=C(/C#N)c2nc3ccccc3[nH]2)c(OC(C)C)c1	-7.3%	-15
4	COCc1cc(S(=O)c2ccc(Cl)cc2)nc(C)n1 (stereo not given)	1.8%	14
5	C=CCNC(=O)COc1ccc(S(=O)(=O)N2CCCC2)cc1	-2.6%	-1
6	COc1ccccc1/C=C/CN1CCCC(CCC(=O)NCc2ccc(F)c(F)c2)C1 (stereo not given)	-8.4%	17
7	CCOC(=O)C1(Cc2cccc(Cl)c2)CCCN(C(=O)C2CC2)C1 (stereo not given)	0.7%	-4
8	COc1ccc([C@H]2[C@H](C(=O)C(C)(C)C)N3N=Cc4ccccc4C3[C@]23N=C(c2ccccc2)OC3=O)cc1OC (stereo not given in full)	nt	-6
9	CC(=O)Nc1ccc(NC(=O)CNS(=O)(=O)c2ccc(C)cc2)cc1	0.7%	-5
10	CCN(CC)c1ccc(NC(=O)COc2ccccc2C#N)cc1S(=O)(=O)Nc1ccccc1OC	5.6%	2
11	CN1/C(=C\C(=O)c2cccs2)Sc2ccccc21	2.6%	-2
12	Cn1cnc2c1c(=O)n(CC(O)CO)c(=O)n2C (stereo not given)	-4.2%	12
13	COc1cccc(/C=C2\Oc3cc(OC(=O)N4CCOCC4)ccc3C2=O)c1	10.0%	4
14	O=C(Cn1c(=O)n(Cc2ccc3c(c2)OCO3)c(=O)c2ccccc21)N1CCCc2ccccc21	1.4%	-9
15	CC(=O)N1N=C2C3CCN(CC3)C2C1c1ccc(C)cc1 (stereo not given)	-3.7%	nt
16	CC(/C=C/c1ccccc1)NC(N)=O (stereo not given)	7.3%	nt
17	COc1ccccc1NC(=O)c1ccc(CS(=O)(=O)c2ccc(C)cc2)cc1	-6.7%	8
18	N#CCCn1cc(CNCc2ccccc2)c(-c2cccc([N+](=O)[O-])c2)n1	-3.7%	0
19	CN1CCCC(OC(=O)c2ccc(Cl)cc2)C1 (stereo not given)	-2.8%	3
20	CC(C)(C)NC(=O)N1CCCN(c2ccc(C(F)(F)F)cn2)CC1	-0.5%	-1
21	O=C(Cc1nc2ccccc2[nH]1)c1cccc([N+](=O)[O-])c1	0.1%	-9
22	COc1ccc(S(=O)(=O)N2CCNC(=O)C2)cc1Br	0.2%	-9
23	Cn1c(-c2cccc([N+](=O)[O-])c2)cnc1NCc1ccc(C#N)cc1	-4.2%	8
24	CC(C)N(C(=O)Cn1cc(SCC(N)=O)c2ccccc21)C(C)C	1.7%	6
25	CCOC(=O)c1[nH]c2ccccc2c1NC(=O)C(C)(C)C	-2.5%	-6
26	CC1(C)CC(=O)/C(=C(\O)c2ccccc2)C(=NCCO)C1	9.7%	nt
27	CC(=O)OCC(OC(C)=O)C(OC(C)=O)C(OC(C)=O)C(=O)Nc1ccccc1 (stereo not given)	1.7%	-13
28	CC(C)CC(=O)NC(=S)Nc1ccc(S(=O)(=O)Nc2nccs2)cc1	2.1%	-9
29	CCCCCCC[n+]1ccc(-c2cc[n+](CCCCCCC)cc2)cc1	-4.0%	21
30	O=C(c1ccccc1F)N1CCN(c2ccccc2)CC1	-1.8%	7
31	COc1ccc(OCc2nnc(SCC(=O)N3CCOCC3)o2)cc1	0.8%	-8
32	O=C(c1ccc(S(=O)(=O)N2CCCCCC2)cc1)N(c1ccccn1)C1CCCCC1	-0.1%	-3
33	COc1ccc(C2(C)NC(=O)N(CC(=O)Nc3ccc4c(c3)OCO4)C2=O)cc1OC (stereo not given)	-1.3%	2
34	COc1cc2c(cc1NC(=O)Cc1ccc(C)cc1)oc1ccccc12	1.6%	nt
35	C=C1C(C(=O)Nc2ccc(OCC)cc2)C1C(=O)Nc1ccc(OCC)cc1 (stereo not given)	-6.1%	7
36	CCNC(=O)CCn1nc(-c2ccc(Cl)cc2)c2ccccc2c1=O	-3.5%	11
37	C=CCN1CC[C@]23c4c5ccc(O)c4OC2C(=O)CC[C@@]3(O)C1C5 (stereo not given in full)	-1.6%	-5
38	CCOc1ccc2nc(N=Nc3c(O)[nH]c(=O)[nH]c3=O)sc2c1	nt	-6
39	O=C(CC1C(=O)NCCN1C/C=C/c1ccccc1)NCCc1ccncc1 (stereo not given)	-4.3%	-6
40	Cc1nnc(SCCn2c(Br)nc3c2c(=O)[nH]c(=O)n3C)s1	nt	-3
41	C/C=C/c1ccc(OCCCCOc2ccc(OC)cc2)c(OC)c1	-0.6%	nt
42	S=C(NCc1cccs1)Nc1cccc(Cl)c1Cl	0.1%	11
43	CC(=O)Cc1nsc(NC(=O)c2ccc(-c3ccc(Cl)c(Cl)c3)o2)n1	6.7%	-9
44	CCN(c1ccccc1)S(=O)(=O)c1cc(C(=O)O)ccc1C	11%	nt
45	CCOC(=O)C1CCCN(C(=S)Nc2cccc(Cl)c2)C1 (stereo not given)	3.2%	7
46	O=C(COC(=O)c1cc(Br)ccc1Cl)NC1CCCC1	4.9%	-1
47	CCOc1ccccc1NC(=O)/C(C#N)=C/c1c(C)nn(-c2ccc(F)cc2)c1Cl	-0.1%	8
48	COc1cc2cc(CN(CCN3CCCC3)C(=O)Nc3ccc(F)cc3)c(=O)[nH]c2cc1OC	nt	?
49	CCN(CC)S(=O)(=O)c1ccc(N2CCOCC2)c(NC(=O)CCC2CCCCC2)c1	-3.8%	-4
50	COc1cc(C2C(C#N)=C(N)OC3=C2C(=O)CCC3)cc(OC)c1OC(=O)N1CCOCC1 (stereo not given)	-5.2%	4
51	CO/N=C/c1ccc(OC)c(Oc2nc(OC)cc(OC)n2)c1	-3.5%	-6
52	CC(C)C(=O)NC(CC(=O)O)c1ccccc1 (stereo not given)	-5.7%	0
53	O=C(NCc1ccccn1)C1CCN(S(=O)(=O)c2cnc[nH]2)CC1	nt	-2
54	COc1ccc(N(C)S(=O)(=O)c2cccc(C(=O)NC3CCCCC3C)c2)cc1 (stereo not given)	3.5%	-5
55	c1ccc(-c2nnc3sc(-c4cc5ccccc5o4)nn23)cc1	-0.3%	-7
56	COc1ccc(/C=N/n2cncn2)cc1Cn1cc([N+](=O)[O-])cn1	-1.2%	nt

(next part)
nr	molecule	GlmU inhibition	Mtb RmlCD inh
57	O=C(O)C1SCCN1S(=O)(=O)c1ccc(N=NN2CCOCC2)cc1 (stereo not given)	1.6%	-7
58	O=c1cc(C(F)(F)F)nc(-c2cccnc2)[nH]1	0.9%	-11
59	O=C(Nc1ccc2c(c1)OCCO2)C1CCCN1S(=O)(=O)c1ccc(Cl)cc1 (stereo not given)	0.9%	nt
60	NS(=O)(=O)c1ccc(NC(=O)C(=O)NCCC(=O)O)cc1	2.9%	2
61	COc1ccc(OC)c(S(=O)(=O)Nc2ccc(Oc3ccccc3)cc2)c1	3.4%	3
62	Cc1ccc(C(=O)O/N=C2/CC3CCC2(C)[C@@]3(C)CBr)cc1 (stereo not given in full)	-1.1%	nt
63	COc1ccc(C(=O)CSc2nnc(CCc3ccccc3)n2-c2ccccc2)cc1	-0.2%	7
64	COc1cc(CN2CCCC(C(=O)c3sccc3C)C2)cc(Cl)c1O (stereo not given)	3.6%	1
65	COc1ccc2nc(/C(C#N)=C\c3ccc(Oc4ccc([N+](=O)[O-])cn4)cc3)[nH]c2c1	6.5%	3
66	Cc1cccc(N/C=C(\[N+](=O)[O-])S(=O)(=O)c2ccccc2)c1C	0.8%	1
67	CC(C)OCC(O)CN1CCNCC1 (stereo not given)	-5.2%	nt
68	CCC(=O)Nc1ccc(Br)c(Cl)c1	nt	-5
69	O=C(CCn1c(=S)oc2ccccc21)N1CCN(c2ccc(F)cc2)CC1	2.2%	-4
70	Cc1ccc2cc(C#N)c(NCCNC(=S)NCCCN(C)C)nc2c1C	-5.1%	4
71	CCOC(=O)CSc1ccc2nnc(-c3ccccc3)n2n1	-2.4%	-7
72	COc1cc(/C=C(\NC(=O)c2ccccc2)C(=O)NCCO)c([N+](=O)[O-])cc1OC	-4.5%	4
73	CC(/C=C/c1ccc(N(C)C)cc1)=N/N=C1/NC(=O)CC(C(=O)Nc2ccc(Cl)cc2)S1 (stereo not given)	1.3%	2
74	COc1cc(C(=O)NC2CCCc3ccccc32)ccc1OCC(=O)Nc1ccc(F)cc1 (stereo not given)	3.3%	nt
75	CCc1cc2c3c(c1)C1(C(=O)N3C(C)(C)CC2C)C(C#N)=C(N)N2C(=C1C#N)Nc1ccccc12 (stereo not given)	-3.0%	10
76	Cc1ccccc1S(=O)(=O)NC1OC(=O)C(Oc2ccccc2)=C1Br (stereo not given)	7.3%	-9
77	CN(C)/C=C/C(=O)c1ccc(Br)s1	1.6%	nt
78	O=C(NNC(=O)c1ccccc1[N+](=O)[O-])Nc1ccccc1C(F)(F)F	3.6%	3
79	CCN(C(=O)COC(=O)c1[nH]c(C)c(C(C)=O)c1C)C1CCS(=O)(=O)C1 (stereo not given)	-4.8%	nt
80	CC(=O)[C@@]1(O)CC[C@H]2[C@@H]3CCC4=CC(=O)CC[C@]4(C)[C@H]3CC[C@@]21C	3.3%	nt
81	CCCCNc1nc2sc3c(c2c(=O)n1-c1cccc(Cl)c1)CCN(C)C3	-1.2%	-11
82	COC(=O)c1[nH]c2cccc(OC)c2c1NC(=O)CCN1CCN(c2cccc(Cl)c2)CC1	2.5%	12
83	Cc1cccc(-c2nnc(SCC#N)n2-c2cccc(Cl)c2)c1	0.1%	-4
84	CCCN(C(=O)Cc1nc(N)n[nH]1)C1(C(=O)Nc2ccccc2C)CCCCC1	2.9%	nt
85	COCC(=O)N(CCN(C)C)Cc1cc2cc3c(cc2nc1Cl)OCO3	-3.0%	9
86	CCOC(=O)CSc1nc2cccnc2n1C	-2.5%	-9
87	CCOC(=O)N1CCN(C(=O)CSc2nc3c(cnn3-c3ccccc3)c(=O)[nH]2)CC1	5.8%	-11
88	COc1ccc(C2CCCN2C(=O)Nc2ccc(Cl)cc2)cc1OC (stereo not given)	2.5%	nt
89	CC(=O)n1cc([C@H]2C=C(C(=O)N3CCOCC3)O[C@@H](OCCCCO)C2)c2ccccc21	-5.5%	nt
90	CN(C)c1ccc(NC(=O)c2cccc(C(=O)Nc3ccc(N(C)C)cc3)n2)cc1	0.5%	64
91	N/C(=N\N=C\c1ccc(O)cc1)c1nonc1N	-3.9%	0
92	Cc1ccc(C23CC4CC(CC(NC(=O)N5CCN(C)CC5)(C4)C2)C3)cc1	-1.1%	nt
93	Cc1ccc2nc(NC3=NC(CC(=O)O)C(=O)N3)nc(C)c2c1 (stereo not given)	-3.3%	-8
94	O=c1[nH]c(O)c(/C=C2\C=NN=C2c2ccccc2)c(=O)[nH]1	4.3%	nt
95	COC(=O)c1cc(=O)n(-c2ccccc2)c(=Nc2ccccc2)s1	4.9%	nt

By substructure, the entries above containing a Cl atom
nr	molecule	GlmU inhibition	Mtb RmlCD inh
1	CC(Cc1cccs1)NC(=O)c1cccc(Cl)c1 (stereo not given)	-2.6%	nt
2	COc1ccc(Cl)cc1N(CC(=O)N1CCCCC1)S(C)(=O)=O	3.0%	5
4	COCc1cc(S(=O)c2ccc(Cl)cc2)nc(C)n1 (stereo not given)	1.8%	14
7	CCOC(=O)C1(Cc2cccc(Cl)c2)CCCN(C(=O)C2CC2)C1 (stereo not given)	0.7%	-4
19	CN1CCCC(OC(=O)c2ccc(Cl)cc2)C1 (stereo not given)	-2.8%	3
36	CCNC(=O)CCn1nc(-c2ccc(Cl)cc2)c2ccccc2c1=O	-3.5%	11
42	S=C(NCc1cccs1)Nc1cccc(Cl)c1Cl	0.1%	11
43	CC(=O)Cc1nsc(NC(=O)c2ccc(-c3ccc(Cl)c(Cl)c3)o2)n1	6.7%	-9
45	CCOC(=O)C1CCCN(C(=S)Nc2cccc(Cl)c2)C1 (stereo not given)	3.2%	7
46	O=C(COC(=O)c1cc(Br)ccc1Cl)NC1CCCC1	4.9%	-1
47	CCOc1ccccc1NC(=O)/C(C#N)=C/c1c(C)nn(-c2ccc(F)cc2)c1Cl	-0.1%	8
59	O=C(Nc1ccc2c(c1)OCCO2)C1CCCN1S(=O)(=O)c1ccc(Cl)cc1 (stereo not given)	0.9%	nt
64	COc1cc(CN2CCCC(C(=O)c3sccc3C)C2)cc(Cl)c1O (stereo not given)	3.6%	1
68	CCC(=O)Nc1ccc(Br)c(Cl)c1	nt	-5
73	CC(/C=C/c1ccc(N(C)C)cc1)=N/N=C1/NC(=O)CC(C(=O)Nc2ccc(Cl)cc2)S1 (stereo not given)	1.3%	2
81	CCCCNc1nc2sc3c(c2c(=O)n1-c1cccc(Cl)c1)CCN(C)C3	-1.2%	-11
82	COC(=O)c1[nH]c2cccc(OC)c2c1NC(=O)CCN1CCN(c2cccc(Cl)c2)CC1	2.5%	12
83	Cc1cccc(-c2nnc(SCC#N)n2-c2cccc(Cl)c2)c1	0.1%	-4
85	COCC(=O)N(CCN(C)C)Cc1cc2cc3c(cc2nc1Cl)OCO3	-3.0%	9
88	COc1ccc(C2CCCN2C(=O)Nc2ccc(Cl)cc2)cc1OC (stereo not given)	2.5%	nt

Some of the entries above in a different format:
#91 N/C(=N\N=C\c1ccc(O)cc1)c1nonc1N
#92 Cc1ccc(C23CC4CC(CC(NC(=O)N5CCN(C)CC5)(C4)C2)C3)cc1
#93 Cc1ccc2nc(NC3=NC(CC(=O)O)C(=O)N3)nc(C)c2c1 (stereo not given)
#94 O=c1[nH]c(O)c(/C=C2\C=NN=C2c2ccccc2)c(=O)[nH]1

screen / no.	91	92	93	94
GlmU inhibition	-3.9%	-1.1%	-3.3%	4.3%
Mtb RmlCD inh	0	nt	-8	nt
